SENP8 block-1: SENP8 (human) protease inhibition. inhibition, % at 20 µM. Q96LD8. AID 602440. recombinant SENP8, Nedd8 substrate fluorescence. hit rate 0.64% among 360,000; in the data active = inhibition mostly above about 40%, no sharp cut-off; inactive = mostly below about 27%
SENP1 FRET inh: inhibitors of human SENP1 SUMO protease catalytic domain; AID 624204; Q9P0U3; hit rate 0.21% among 360,000; inhibition, % at 10 µM; recombinant SENP1 catalytic domain, CyPet-SUMO1-YPet FRET cleavage;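 active = inhibition at least 30% at 10 µM, raw YFP signal under a set limit, fluorescence ratio 0.5 to 1.5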;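 also: 0% = enzyme with DMSO and 100% = no enzyme wells; some results filed as inactive read as strong as hits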
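Test system: human SENP1 catalytic domain; medium: Tris pH 8 buffer plus EDTA, NaCl, BME, BSA, NP40, catalase; incubation: 50 min reaction at room temperature; technique: FRET, CFP and YFP emission; controls: no-enzyme low control and enzyme-plus-DMSO high control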
PfGluPho inh: PfG6PD (Plasmodium falciparum) enzyme inhibition; hit rate 0.78% among 350,000; PfGluPho enzyme, NADPH resazurin-diaphorase fluorescence; inhibition, % at 20 µM;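 active = inhibition reaching at least a set limit at 20 µM in the primary screen, cut at about 59% in these data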;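 also: 0% = DMSO wells with substrate and 100% = DMSO wells lacking glucose-6-phosphate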
SENP6 block: SENP6 protease inhibition | Q9GZR1 | Recombinant SENP6 catalytic domain, aminoluciferin luminescence | inhibition, % at 10 µM | hit rate 1.8% among 330,000 | AID 2599;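 active = inhibition above about 50% at the single tested dose, limit read from the data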;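 also: plate controls were DMSO wells with enzyme for no effect and DMSO wells lacking enzyme for full effect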
Apaf-1 inh: human Apaf-1 inhibition. O14727. reconstituted apoptosome caspase-3 activity, DEVD-Rh110 fluorescence. inhibition, % at 20 µM. hit rate 0.71% among 330,000. AID 489030; active = inhibition of at least 40% at 20 µM;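 also: plate controls were DMSO wells for no effect and DEVD-CHO caspase inhibitor wells for full effect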
Target sequence (O14727 whole entry, looked up): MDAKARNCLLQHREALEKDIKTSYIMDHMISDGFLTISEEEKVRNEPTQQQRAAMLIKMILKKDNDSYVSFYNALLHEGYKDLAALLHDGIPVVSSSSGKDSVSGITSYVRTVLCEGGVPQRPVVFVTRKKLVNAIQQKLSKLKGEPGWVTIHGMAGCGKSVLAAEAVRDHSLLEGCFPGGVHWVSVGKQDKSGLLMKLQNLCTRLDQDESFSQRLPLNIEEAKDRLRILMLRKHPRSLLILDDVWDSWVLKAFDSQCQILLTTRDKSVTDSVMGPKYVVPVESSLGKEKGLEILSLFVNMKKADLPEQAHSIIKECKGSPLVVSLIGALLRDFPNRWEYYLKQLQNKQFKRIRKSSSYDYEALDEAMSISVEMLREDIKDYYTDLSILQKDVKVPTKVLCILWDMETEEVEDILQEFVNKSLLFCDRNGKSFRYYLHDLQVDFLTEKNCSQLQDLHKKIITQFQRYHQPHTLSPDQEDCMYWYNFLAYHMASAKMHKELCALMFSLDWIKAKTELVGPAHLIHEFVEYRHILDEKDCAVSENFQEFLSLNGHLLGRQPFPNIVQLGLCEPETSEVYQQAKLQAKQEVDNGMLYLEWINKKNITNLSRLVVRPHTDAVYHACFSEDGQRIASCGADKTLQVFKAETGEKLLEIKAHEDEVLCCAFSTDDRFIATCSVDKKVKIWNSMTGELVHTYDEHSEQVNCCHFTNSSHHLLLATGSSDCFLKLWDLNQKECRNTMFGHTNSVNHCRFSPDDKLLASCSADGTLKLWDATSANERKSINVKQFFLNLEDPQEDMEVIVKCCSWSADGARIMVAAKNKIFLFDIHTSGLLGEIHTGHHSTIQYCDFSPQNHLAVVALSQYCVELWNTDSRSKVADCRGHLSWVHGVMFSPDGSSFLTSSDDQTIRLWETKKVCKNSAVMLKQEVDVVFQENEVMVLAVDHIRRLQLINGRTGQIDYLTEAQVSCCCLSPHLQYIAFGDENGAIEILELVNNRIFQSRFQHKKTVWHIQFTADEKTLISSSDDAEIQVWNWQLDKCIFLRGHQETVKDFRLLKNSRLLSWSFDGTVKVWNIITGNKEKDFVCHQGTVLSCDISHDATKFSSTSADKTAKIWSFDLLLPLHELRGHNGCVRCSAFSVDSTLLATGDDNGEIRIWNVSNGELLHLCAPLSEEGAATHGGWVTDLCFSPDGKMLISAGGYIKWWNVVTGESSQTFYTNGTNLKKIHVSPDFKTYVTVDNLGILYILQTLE
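Material: reconstituted apoptosome with Apaf-1, cytochrome c, caspase-9, procaspase-3, dATP. Technique: Rh110 fluorescence intensity. Buffer or medium: pH 7.5 Hepes buffer with CHAPS, BSA, DTT. Times: 30 min plus 50 min, RT.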
HKDC1 inh: inhibitors of human hexokinase HKDC1; inhibition, % at 20 µM; Q2TB90; AID 493160; hit rate 0.16% among 340,000; recombinant HKDC1, G6PDH/diaphorase resazurin coupled fluorescence;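 active = inhibition above about 35% when tested at 20 µM, limit read from the data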;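 also: plate controls were DMSO wells with enzyme for no effect and DMSO wells lacking enzyme for full effect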
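Material: recombinant HKDC1 hexokinase; Amount: HKDC1 at 5 µg/mL; Medium: Tris pH 8.0 buffer with MgCl2, Tween-20, BSA, BME; Schedule: 90 min reaction incubation at room temperature, dark; Technique: coupled resazurin fluorescence, excitation 525 nm, emission 613 nm.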
SENP7 inh: inhibitors of human SENP7 protease. recombinant SENP7, Z-RLRGG-aminoluciferin luminescence, 40 min. inhibition, % at 5 µM. hit rate 1.5% among 330,000;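 active = inhibition above about 50% at the single test dose, limit read from the data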;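 also: plate controls were DMSO with enzyme for no effect and no enzyme buffer wells for full effect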
SENP8 block-2: SENP8 protease inhibition. AID 2540. purified SENP8, Z-RLRGG-aminoluciferin cleavage, luminescence. hit rate 1.2% among 330,000. inhibition, % at 10 µM; in the data active = inhibition above about 50%
The depositor's hits bear a star; . = no result given.

SMILES	SENP8 block-1	SENP1 FRET inh	PfGluPho inh	SENP6 block	Apaf-1 inh	HKDC1 inh	SENP7 inh	SENP8 block-2
C=CCN(Cc1nc(-c2cc(OC)c3c(c2)OCO3)oc1C)C1CCS(=O)(=O)C1 (configuration not stated)	-6	-3	17	9	4	-3	-5	14
COc1ccc2c(-c3ccccc3)cc(SCC(N)=O)nc2c1	-120	30*	12	-9	13	-4	-1	-2
CSc1nc2n(n1)C(c1cc(Br)ccc1F)C(C(=O)N(C)C)=C(C)N2 (configuration not stated)	-17	-5	2	-13	14	-11	-13	-17
Cc1sc(-c2cccnc2)nc1OC(=O)C1CC1	-111	0	-2	-2	9	10	-16	-14
O=C(O)c1ccccc1CC(CCc1ccccc1)C(=O)O (configuration not stated)	8	-1	1	.	.	12	.	.
CCC(C)(C)C1CCC2(CC1)NC(=O)N(CC(=O)N(C)CCOc1ccc(Cl)cc1)C2=O (configuration not stated)	15	-1	5	-8	22	-4	-8	0
CC(C)c1ccc(NC(=S)Nc2ccc(OC(F)(F)F)cc2)cc1	1	1	5	-51	6	8	-10	-7
CCn1c(=O)c(C(=O)NCc2ccccc2OC)c(O)c2ccccc21	-14	3	-32	-13	-2	-5	5	7
COc1ccc(C(=O)NCCCn2nc(C)cc2C)cc1S(=O)(=O)N1CCOCC1	-7	-2	10	6	-7	-2	2	6
CN(C(=O)CN1C(=O)c2ccccc2S1(=O)=O)c1ccccc1C(=O)O	11	-1	-2	8	3	-6	-11	-1
CNc1ccccc1C(C)(C)c1cc(-c2cccc(Br)c2)no1	-8	-6	10	-3	19	10	-4	-6
COc1ccccc1N1CCN(C(=O)c2cc(-c3ccccc3O)on2)CC1	6	2	6	-17	16	-1	-12	-9
CCOc1ccc2nc(NC(=O)C3=NN(c4ccccc4)C(=O)CC3)sc2c1	-30	-2	7	-2	15	-2	-15	-4
Cc1cc(CN2CCC(n3nccc3NC(=O)c3ccccc3Cl)CC2)cc(C)c1O	20	2	-8	4	-1	2	6	-4
Cc1cccc(-c2nnn3c2nc(NCCc2ccc(S(N)(=O)=O)cc2)c2ccccc23)c1	-278	-58	-25	-12	20	-4	-6	-11
CC(=O)N/C(=C/c1ccc2c(c1)OCO2)C(=O)NCCCO	5	1	6	-23	1	2	-3	-4
COc1ccc(N(CC(=O)NCCSC2CCCCC2)S(=O)(=O)c2ccc(C)cc2)cc1	2	0	-6	-7	21	-5	-4	-6
Cc1cc(NC(=O)CSCC(=O)Nc2cc(C(F)(F)F)ccc2N2CCCCC2)no1	-2	-6	-11	.	.	-3	.	.
NC(=O)c1cccc(-c2noc(-c3ccccc3F)n2)c1	9	3	6	74*	3	-4	57*	56*
Cc1onc(-c2ccccc2)c1C(=O)NCc1ccc2c(c1)OCO2	12	-1	-6	8	1	-12	3	3
O=c1cc(-c2ccccc2)n(S(=O)(=O)c2ccc3ccccc3c2)o1	20	3	-4	-2	1	5	4	2
CCC1CCC/C1=N\NC(=O)c1ccccc1C (configuration not stated)	29	2	-10	-12	-12	-3	-12	-3
COc1ccccc1P(=O)(Cc1ccccc1[N+](=O)[O-])c1ccccc1 (configuration not stated)	13	2	5	3	8	2	-4	5
COc1cc(N2C(=O)C=CC2=O)ccc1N1C(=O)C=CC1=O	14	3	121*	.	.	2	.	.
CCCc1cc(=O)oc2cc(OCC(=O)Nc3ccccn3)ccc12	-147	-1	-3	20	8	2	44	6

Going on with the list:
SMILES	SENP8 block-1	SENP1 FRET inh	PfGluPho inh	SENP6 block	Apaf-1 inh	HKDC1 inh	SENP7 inh	SENP8 block-2
CC(C)(C)c1ccc(OCC(O)CN2CCOCC2)cc1 (configuration not stated)	8	2	-12	3	-16	-2	1	3
COc1ccc(C2c3c(ccc4ccccc34)Oc3ncn4nc(-c5ccco5)nc4c32)cc1OC (configuration not stated)	-18	-1	0	6	9	-9	-6	-15
CCCCOc1ccc(C(CC(=O)NC)C(=O)O)cc1 (configuration not stated)	16	3	-6	2	-1	-6	6	-4
Cc1ccc(C(=O)OCC(=O)Nc2ccc(Cl)cn2)cc1S(=O)(=O)N1CCOCC1	-6	0	-2	-2	8	-3	-8	-1
CCOc1ccc2nc(Cl)c(C3CC(c4ccco4)=NN3S(C)(=O)=O)cc2c1 (configuration not stated)	14	-2	2	4	6	6	-3	2
COc1ccc(CNCCc2ccccc2)cc1OCC(N)=O	5	5	-15	-6	10	11	6	8
CC(C(=O)N1CCCCC1)N1CCN(S(=O)(=O)c2ccc(Cl)cc2)CC1 (configuration not stated)	-3	1	-9	-22	-2	0	-8	-9
Cc1csc(NC(=O)CSc2nnc(-c3ccccn3)n2-c2ccc(C)c(C)c2)n1	17	1	9	-17	12	-2	-11	-7
CCOC(=O)CSc1nnc(CNC(=O)c2cccs2)n1-c1cc(OC)ccc1OC	16	1	-10	-8	-4	-7	-1	7
CC1CCC2(CC1)NC(=O)N(CC(=O)NC1(C#N)CCCCC1)C2=O (configuration not stated)	14	-1	-6	2	-4	-7	1	1
O=C(O)C1C2C=CC(C2)C1C(=O)Nc1ccc(C(=O)N2CCCCC2)cc1 (configuration not stated)	16	-1	-1	-4	-7	-6	2	2
COCc1nnc(NS(=O)(=O)c2c(C)cc(C)cc2C)s1	0	-1	14	5	-8	2	-5	-2
COc1ccc(NC(=O)c2c(C)nn(Cc3ccccc3)c2C)cc1S(=O)(=O)N(C)C	12	2	6	-34	2	-1	0	0
CCCn1c(N)c(C(=O)CSc2nnc(C)n2Cc2ccccc2)c(=O)n(C)c1=O	8	-1	-8	1	-2	-3	-1	2
CCOc1ccccc1NC(=S)N(Cc1cc2ccc(C)cc2[nH]c1=O)CC1CCCN1CC (configuration not stated)	0	-3	24	-16	1	-10	-4	-9
CCOC(=O)C1=CN(Cc2cccc(F)c2)S(=O)(=O)NC1CCc1ccccc1 (configuration not stated)	3	3	19	.	24	1	3	.
CCNC(=O)/C(=C/c1ccco1)NC(=O)/C=C/c1ccccc1	-20	-5	9	2	5	3	-7	-2
Oc1c(Br)cc(Cl)cc1C=Nc1ccccc1Br	-44	-26	10	-5	-2	5	3	-1
Cc1ccc(-n2c(SCc3ccc([N+](=O)[O-])cc3)nc3ccccc3c2=O)cc1	22	1	2	1	7	-10	0	5
COc1cccc(NC(=O)CCN2CCC(C(N)=O)CC2)c1	18	-1	2	-11	-6	-6	-4	-6
CCOC(=O)C(NC(=O)CCC(=O)Nc1ccc(S(N)(=O)=O)cc1)C(O)c1ccccc1 (configuration not stated)	.	.	-11	-19	-21	12	-3	5
Nc1ccc(C(=O)c2cccs2)cc1	-10	1	4	-15	3	6	-3	-11
C[C@H]1CN([C@@H](C)CO)C(=O)c2cccc(NC(=O)Nc3ccc(F)cc3)c2O[C@@H]1CN(C)Cc1ccc(C(=O)O)cc1	4	1	-8	6	0	-4	5	1
Cc1ccc(COc2ccc(/C=N/NC(=O)c3nnn(-c4nonc4N)c3COc3ccc(F)cc3)cc2)cc1	-157	3	2	-7	-15	-6	0	-8
Cc1ccc(C)c(S(=O)(=O)Nc2ccc(S(=O)(=O)Nc3onc(C)c3C)cc2)c1	25	0	-18	.	.	-4	.	.

Reformatted: 2 of the compounds above.
SMILES: CCOC(=O)C(NC(=O)CCC(=O)Nc1ccc(S(N)(=O)=O)cc1)C(O)c1ccccc1 (configuration not stated)
  SENP8 block-1: . | SENP1 FRET inh: . | PfGluPho inh: -11 | SENP6 block: -19 | Apaf-1 inh: -21 | HKDC1 inh: 12 | SENP7 inh: -3 | SENP8 block-2: 5

SMILES: Nc1ccc(C(=O)c2cccs2)cc1
  SENP8 block-1: -10 | SENP1 FRET inh: 1 | PfGluPho inh: 4 | SENP6 block: -15 | Apaf-1 inh: 3 | HKDC1 inh: 6 | SENP7 inh: -3 | SENP8 block-2: -11

The results go on.
SMILES	SENP8 block-1	SENP1 FRET inh	PfGluPho inh	SENP6 block	Apaf-1 inh	HKDC1 inh	SENP7 inh	SENP8 block-2
COc1cc(OC)cc(-c2c(C#Cc3ccsc3)c3cc(-c4ccc(OC)c(OC)c4)ccc3n2C)c1	-490	0	-10	-7	-1	0	4	1
CCOC(=O)/C=C1/SCC(=O)N1CC(=O)c1ccc[nH]1	-11	-6	-5	.	.	-2	.	.
Cc1c(N(C)C(=O)c2ccc3c(c2)OCO3)c(=O)n(-c2ccccc2)n1C	11	0	-4	-3	-11	-6	6	-1
Cc1cccc2nc3ccccc3cc12	-457	-22	16	-7	6	3	-3	-12
Cc1cc(/C=C2/C(=N)N3C(=NC2=O)SN=C3S(C)(=O)=O)c(C)n1-c1ccccc1F	-235	-56	-48	15	-14	28	-2	-9
Cn1cnc2c1c(=O)n(Cc1cccc(Cl)c1)c(=O)n2C	12	-1	-13	-2	6	-1	2	5
CN1CCN(c2ccccc2NC(=O)c2sc3ccccc3c2Cl)CC1	9	1	19	-5	4	-5	5	7
N#CC1=C(SCc2ccccc2)NC(=O)CC1c1ccco1 (configuration not stated)	-14	-3	12	-1	1	-7	6	-4
S=P(N1CC1)(N1CC1)N1CC1	7	-1	18	0	-7	-8	6	3
Cc1ccsc1C1C(C#N)=C(N)OC2=C1C(=O)CC(C)C2 (configuration not stated)	8	-1	2	-4	5	-2	-12	-10
CC1(C)CC(=O)N(CC(=O)O)c2ccccc2S1(=O)=O	10	1	-2	-7	-2	-7	-17	-9
CC(C)c1cc(C(=O)N2CCCC(N3CCN(c4ccc(F)cc4)CC3)C2)n(C)n1 (configuration not stated)	21	1	1	-13	-15	-6	1	-8
COc1cccc(C=NCC(C)N=Cc2cccc(OC)c2O)c1O (configuration not stated)	20	13	26	7	1	-8	4	2
CC(C)(CC(=O)O)CC(=O)O	16	2	-7	-9	-8	-7	-2	-2
Cc1ccc(NC(=O)C/C(N)=N/OC(=O)Nc2ccc(C)c(Cl)c2)cc1	2	-4	10	-8	-10	-2	7	1
Cc1ccccc1C(=O)NC(=S)Nc1ccc(Cc2ccncc2)cc1	6	3	13	8	11	1	1	-4
CC(OC(=O)CCN=C1NS(=O)(=O)c2ccccc21)C(=O)c1ccccc1 (configuration not stated)	8	2	-3	2	-2	-2	1	-7
CCN1CCN(C(=O)c2cc(-c3ccc(Cl)s3)nc3ccccc23)CC1	-377	-20	-3	-18	13	1	-4	-8
CCOC(=O)c1nnn(-c2nonc2N)c1-c1ccc(OCC)cc1	14	3	28	-15	-10	-2	2	8
COc1ccc(Nc2ccc(N3C(=O)CCCC3=O)cc2[N+](=O)[O-])c(OC)c1	38	2	0	-20	5	-8	-9	-15
CCc1ccc2nc3sc(C(=O)N4CCc5ccccc54)c(N)c3cc2c1	.	.	.	8	10	.	-8	-2
O=C(c1ccc2ccccc2c1)N1CCN(c2ccccn2)CC1	10	2	2	8	10	3	1	14
CCOC(=O)c1ccccc1C(=O)N1CCOCCOCCOCC1	18	1	2	17	0	-9	-9	0
CC(=O)Nc1ccc(S(=O)(=O)N2CCn3cccc3C2C)cc1 (configuration not stated)	-30	-26	11	3	10	0	1	-4

Exported in CSV form: entries from further up.
molecule,SENP8 block-1,SENP1 FRET inh,PfGluPho inh,SENP6 block,Apaf-1 inh,HKDC1 inh,SENP7 inh,SENP8 block-2
CC(C)(CC(=O)O)CC(=O)O,16,2,-7,-9,-8,-7,-2,-2
Cc1ccccc1C(=O)NC(=S)Nc1ccc(Cc2ccncc2)cc1,6,3,13,8,11,1,1,-4
CCc1ccc2nc3sc(C(=O)N4CCc5ccccc54)c(N)c3cc2c1,.,.,.,8,10,.,-8,-2
COc1ccc(Nc2ccc(N3C(=O)CCCC3=O)cc2[N+](=O)[O-])c(OC)c1,38,2,0,-20,5,-8,-9,-15
CC(=O)Nc1ccc(S(=O)(=O)N2CCn3cccc3C2C)cc1 (configuration not stated),-30,-26,11,3,10,0,1,-4
